PAX8 reporter: PAX8 transcriptional activity inhibition | RMG-I TPO-luciferase reporter, SteadyGlo, 24 h | inhibition, % at 12.6 µM | hit rate 1.2% among 360,000;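 active means mean replicate inhibition at least 60% with every replicate also reaching 60%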;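 further: luciferase light reporting Pax8 driven TPO promoter activity; plate controls were median of neutral control wells for no effect and mitoxantrone controls for full effect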
ARNT-TACC3 inh: disruptors of human ARNT/TACC3 interaction; AlphaScreen His-ARNT PAS-B/GST-TACC3 binding, luminescence; TACC3 fragment carries E629A point mutation; inhibition, % at 9.99 µM; hit rate 0.66% among 390,000;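 active means mean inhibition of replicates at least 50% and at least half of replicates each reaching 50%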;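 further: 0% = complete ARNT plus TACC3 wells and 100% = ARNT alone without TACC3; many hits fall short of the cut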
LGR2 inh: Drosophila LGR2 receptor signaling inhibition. hit rate 0.35% among 380,000. inhibition, % at 9.99 µM. HEK293 LGR2, CRE-luciferase, bursicon-stimulated, 4 h. AID 720647;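 active means drop in luminescence signal, shown as inhibition above about 50% in the replicate tests, limit read from the data, passing the limit was not always enough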;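 further: agonist challenge used bursicon conditioned medium at about half maximal strength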
PGC1a acetyl inh: modulators of PGC1a acetylation; U2OS PGC1a acetylation, AlphaScreen anti-acetyl-lysine; with virally co-expressed GCN5 acetyltransferase; inhibition, % at 15.6 µM; hit rate 0.17% among 350,000;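 active means every replicate shows inhibition of at least 40%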;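 further: 0% = neutral control wells and 100% = positive control wells; some results beyond the cut were filed as inactive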
INS-1E GSIS act: GLuc luminescence reporter in INS-1E cells, primary screen for activators of glucose-dependent secretion of insulin | INS-1E GLuc reporter insulin secretion, 2-3 h | activation, % at 16.6 µM | hit rate 0.61% among 370,000;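 active means lowest replicate activation of at least 40%, so every replicate reaches that level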;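 further: 0% = median of neutral control wells and 100% = median of IBMX positive control wells; some compounds called inactive have numbers as strong as hits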
PglD DTNB: blocks C. jejuni PglD acetyltransferase activity. purified PglD enzyme, DTNB colorimetric CoA detection. inhibition, % at 12.5 µM. hit rate 0.098% among 360,000. AID 602405; in the data active means inhibition above about 16%, passing the limit was not always enough; further: strong numbers were not always called active
Statin myotox sup: protects C2C12 myotubes from simvastatin toxicity | ATP luminescence, 48 h; scaled: DMSO 0, geranylgeraniol control 100 | rescue of ATP level, % at 7.49 µM | hit rate 0.78% among 330,000;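 active means mean ATP rescue above about 67%, or every replicate alone reaching that limit, limit read from the data, passing the limit was not always enough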;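 further: myotubes were challenged with 10 µM simvastatin during compound exposure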
Cneo AK release: causes C. neoformans cell lysis; AID 651654; hit rate 0.2% among 360,000; lysis activity, % at 15 µM; adenylate kinase release luminescence, 4 h; normalised: neutral wells 0, clomiphene wells 100;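 active means mean lysis activity across replicates of at least 80%, whatever share of replicates individually reach that level; inactive means mean lysis activity below 80%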
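Test system: log-phase Cryptococcus neoformans yeast cells; Quantity: yeast cell density of 5 × 10^6 cells/mL; Buffer or medium: YPD; Doses: single compound concentration per well; Timing: 4 h at 37 °C static, read 1 h later; Measured by: AK luminescence; Read-out basis: lysis from increased AK signal; Control set: Clomiphene as positive control.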
* hit, by the source's call; / = not tested or not shown.

SMILES | PAX8 reporter | ARNT-TACC3 inh | LGR2 inh | PGC1a acetyl inh | INS-1E GSIS act | PglD DTNB | Statin myotox sup | Cneo AK release
COc1ccc(C(C(=O)NC2CCCC2)N(C(=O)c2snc(C(N)=O)c2N)c2cc(C)ccc2OC)cc1OC (configuration not stated) | 5.3 | -4.0 | -1.3 | / | 4.0 | 6.4 | -8.7 | -1.4
C[C@@H]1CN([C@H](C)CO)S(=O)(=O)c2ccc(C#C[C@@H](C)O)cc2O[C@H]1CN(C)Cc1cncnc1 | -2.8 | -2.6 | 2.3 | 14.7 | 26.2 | -0.5 | -9.1 | -2.5
COc1cc(CC(=O)OCC(=O)NCC(C)C)cc(OC)c1OC | 20.8 | -0.6 | 3.7 | 1.8 | -4.7 | / | / | /
O=C(Oc1ccc(F)cc1)N1CCOCC1 | 4.8 | -1.3 | -5.6 | 6.8 | 9.9 | 7.4 | 1.4 | -2.8
C[C@H](NC(=O)CC[C@H]1O[C@@H](n2ccc(=O)[nH]c2=O)[C@H](O)[C@@H]1O)C(=O)O | 6.2 | / | -2.1 | -5.3 | -0.6 | -3.1 | 0.7 | -1.6
COc1ccc(/C=N/NC(=O)c2[nH]c3ccc(Br)cc3c2-c2ccccc2)c(C(=O)O)c1OC | 2.0 | -4.4 | 15.9 | -1.5 | -18.6 | 0.4 | -12.9 | 0.0
O=C(NC1(C(F)(F)F)NC(=O)N(CCc2ccccc2)C1=O)C1CC1 (configuration not stated) | 14.3 | 4.2 | 17.6 | -10.5 | 3.8 | -1.0 | 1.1 | 0.3
Cc1noc(C)c1S(=O)(=O)Nc1ccc2c(c1)C(=O)N([C@@H](C)CO)C[C@H](C)[C@H](CN(C)Cc1ccc(C(=O)O)cc1)OCCCC[C@@H](C)O2 | -0.9 | 17.0 | -12.3 | 2.3 | -1.9 | 11.4 | / | -1.4
CN(NC(N)=O)c1ncc(C(F)(F)F)cc1Cl | -24.6 | / | / | 0.2 | / | -2.5 | -4.8 | -0.6
Cc1ccc2c(c1)N(CC(=O)NCCCN1CCCC1)C(=O)CO2 | -0.6 | 5.5 | 2.5 | 0.1 | 21.2 | 3.6 | -14.6 | 2.1
Cc1cc(C)c(C#N)c(SC(F)F)n1 | 1.8 | -5.7 | / | 6.9 | / | 1.6 | / | 2.3
CCCN1[C@H](C(=O)NCCN2CCCC2)[C@@H](CO)[C@@H]2Cn3c(ccc(-c4cccnc4)c3=O)[C@@H]21 | -4.4 | / | 11.1 | 4.2 | 8.4 | 0.9 | -2.7 | -0.3
C/C=C/c1ccc([C@H]2[C@H](CO)N[C@H]2CN(CC)C(=O)c2ccccn2)cc1 | 4.4 | -25.2 | -1.0 | -0.6 | 0.6 | -1.7 | -18.7 | 4.0
O=C(O)c1cccc(-n2c(O)c(C=C3N=c4ccccc4=N3)sc2=S)c1 | 17.4 | 18.6 | -4.4 | -2.0 | -16.1 | -19.1 | 18.4 | 2.9
C/C=C/c1ccc2c(c1)O[C@H](CN(C)C(=O)c1ccc(F)cc1)[C@H](C)CN([C@H](C)CO)S2(=O)=O | 16.6 | 4.9 | 4.3 | -10.0 | -0.6 | -1.5 | -15.1 | -12.9
Cc1cc(Cl)ccc1NC(=S)NCc1ccc(Cl)cc1 | 2.3 | -2.7 | / | -2.4 | / | -1.2 | / | 3.6
CCCNC(=O)c1cc(C2CCCN(C(=O)c3ccc(NC(C)=O)cc3)C2)on1 (configuration not stated) | -3.7 | / | -4.2 | -2.6 | 17.3 | 1.7 | -3.5 | 0.5
Cc1ccc(S(=O)(=O)CCC(=O)Nc2sccc2C(N)=O)cc1 | 8.2 | 3.9 | -1.4 | 0.0 | -5.5 | -6.7 | -14.2 | -1.1
Cc1noc(NS(=O)(=O)c2ccc(NC(=O)c3ccc(N(C)C)cc3)cc2)c1C | -25.4 | -1.5 | -5.6 | 1.4 | 6.7 | 2.1 | 1.9 | 3.3
OCCNCCCOc1cc(Cl)ccc1Cl | 4.5 | 6.8 | 8.5 | -2.3 | 1.0 | / | / | /
Cc1noc(/C=C/N(C)C)c1S(=O)(=O)N1CCCC(C(=O)NCc2ccc(Cl)cc2)C1 (configuration not stated) | / | -4.9 | / | -8.5 | -20.9 | -4.9 | -8.0 | -0.5
O=C(CN1CCOCC1)NCC[C@@H]1CC[C@@H](NC(=O)c2ccccc2F)[C@H](CO)O1 | -11.5 | -16.1 | -0.1 | 0.0 | -4.2 | 0.1 | 4.0 | 16.9
Cc1noc(C)c1NC(=O)N(C)C[C@@H]1Oc2ccc(NS(=O)(=O)c3cn(C)cn3)cc2CC(=O)N([C@@H](C)CO)C[C@H]1C | 0.2 | -32.3 | -6.0 | 6.8 | 13.8 | 4.1 | 1.5 | 2.0
O=C(Cc1ccccc1)N1C[C@@H]2[C@H](c3ccccc31)[C@@H](CO)N2C(=O)C1CCOCC1 | 10.4 | -3.5 | 2.5 | -0.4 | 8.5 | 0.7 | -5.3 | -8.7

Some of the entries above, set out differently:
Below each SMILES: PAX8 reporter	ARNT-TACC3 inh	LGR2 inh	PGC1a acetyl inh	INS-1E GSIS act	PglD DTNB	Statin myotox sup	Cneo AK release
Cc1ccc(S(=O)(=O)CCC(=O)Nc2sccc2C(N)=O)cc1
  8.2	3.9	-1.4	0.0	-5.5	-6.7	-14.2	-1.1
Cc1noc(NS(=O)(=O)c2ccc(NC(=O)c3ccc(N(C)C)cc3)cc2)c1C
  -25.4	-1.5	-5.6	1.4	6.7	2.1	1.9	3.3

Arranged by formula weight (highest first): 13 of the compounds above.
SMILES | PAX8 reporter | ARNT-TACC3 inh | LGR2 inh | PGC1a acetyl inh | INS-1E GSIS act | PglD DTNB | Statin myotox sup | Cneo AK release
Cc1noc(C)c1NC(=O)N(C)C[C@@H]1Oc2ccc(NS(=O)(=O)c3cn(C)cn3)cc2CC(=O)N([C@@H](C)CO)C[C@H]1C | 0.2 | -32.3 | -6.0 | 6.8 | 13.8 | 4.1 | 1.5 | 2.0
O=C(CN1CCOCC1)NCC[C@@H]1CC[C@@H](NC(=O)c2ccccc2F)[C@H](CO)O1 | -11.5 | -16.1 | -0.1 | 0.0 | -4.2 | 0.1 | 4.0 | 16.9
O=C(Cc1ccccc1)N1C[C@@H]2[C@H](c3ccccc31)[C@@H](CO)N2C(=O)C1CCOCC1 | 10.4 | -3.5 | 2.5 | -0.4 | 8.5 | 0.7 | -5.3 | -8.7
Cc1noc(NS(=O)(=O)c2ccc(NC(=O)c3ccc(N(C)C)cc3)cc2)c1C | -25.4 | -1.5 | -5.6 | 1.4 | 6.7 | 2.1 | 1.9 | 3.3
CCCNC(=O)c1cc(C2CCCN(C(=O)c3ccc(NC(C)=O)cc3)C2)on1 (configuration not stated) | -3.7 | / | -4.2 | -2.6 | 17.3 | 1.7 | -3.5 | 0.5
O=C(O)c1cccc(-n2c(O)c(C=C3N=c4ccccc4=N3)sc2=S)c1 | 17.4 | 18.6 | -4.4 | -2.0 | -16.1 | -19.1 | 18.4 | 2.9
C/C=C/c1ccc([C@H]2[C@H](CO)N[C@H]2CN(CC)C(=O)c2ccccn2)cc1 | 4.4 | -25.2 | -1.0 | -0.6 | 0.6 | -1.7 | -18.7 | 4.0
Cc1ccc(S(=O)(=O)CCC(=O)Nc2sccc2C(N)=O)cc1 | 8.2 | 3.9 | -1.4 | 0.0 | -5.5 | -6.7 | -14.2 | -1.1
Cc1ccc2c(c1)N(CC(=O)NCCCN1CCCC1)C(=O)CO2 | -0.6 | 5.5 | 2.5 | 0.1 | 21.2 | 3.6 | -14.6 | 2.1
Cc1cc(Cl)ccc1NC(=S)NCc1ccc(Cl)cc1 | 2.3 | -2.7 | / | -2.4 | / | -1.2 | / | 3.6
CN(NC(N)=O)c1ncc(C(F)(F)F)cc1Cl | -24.6 | / | / | 0.2 | / | -2.5 | -4.8 | -0.6
OCCNCCCOc1cc(Cl)ccc1Cl | 4.5 | 6.8 | 8.5 | -2.3 | 1.0 | / | / | /
Cc1cc(C)c(C#N)c(SC(F)F)n1 | 1.8 | -5.7 | / | 6.9 | / | 1.6 | / | 2.3

The results go on:
SMILES | PAX8 reporter | ARNT-TACC3 inh | LGR2 inh | PGC1a acetyl inh | INS-1E GSIS act | PglD DTNB | Statin myotox sup | Cneo AK release
O=C(NCCN1CCOCC1)[C@H](Cc1ccccc1)N1C(=O)c2ccccc2C1=O | / | 2.9 | / | 4.6 | / | -0.7 | / | 2.3
C[C@H](CO)N1C[C@H](C)[C@@H](CN(C)S(C)(=O)=O)Oc2ncc(/C=C/c3ccccc3)cc2C1=O | / | 20.8 | -6.1 | 7.8 | -22.4 | -0.3 | -6.4 | 5.1
CC(=O)Nc1ccc(SCCN2CC[C@@H](O)CCC2=O)cc1 | -11.4 | -7.8 | -18.3 | -0.9 | 20.7 | -5.9 | -16.1 | -1.9
COc1cc(/C=C2\SC(=N)N(c3ccc(F)cc3)C2=O)ccc1O | 19.7 | 1.0 | -28.6 | / | 2.4 | / | / | /
COc1ccc(NC(=O)CCSc2nc(C)cs2)cc1 | -42.8 | 0.9 | -20.9 | / | -7.8 | 7.6 | -3.0 | 1.4

Screening results from PubChem BioAssay.
